Screening data from PubChem BioAssay.
MOR-DOR inv ag = inverse agonists of MOR-DOR heterodimerization, primary screen, cell-based, luminescence | Mu-type opioid receptor (Homo sapiens) + Delta-type opioid receptor (Homo sapiens), … | 0.21% of 340,000 active | inhibition, % at 9.3 µM | AID 504357, 2011 | cell-based MOR-DOR heterodimer luminescence, inverse agonism; in the data active = inhibition above about 22%, passing the limit was not always enough;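 also: 0% = cells with DMSO and 100% = wells without cells with DMSO; values of inactives mirror those of a sister screen read the other way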
Pemphigus Ab inh = inhibitors of pemphigus antibody binding to DSG3, primary screen, biochemical, bead-based, flow cytometry, scFv-GFP. Desmoglein-3 (Homo sapiens), P32926. DSG3-coupled beads, scFv-anti-DSG3-GFP binding; active compounds read low. binding (percent of control), % at 10 µM. 0.48% of 310,000 active;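 active = binding more than 3 SD below its plate's average and above zero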;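 also: hits lower antibody fragment binding to DSG3; some compounds called inactive have numbers as strong as hits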
PKA-R2B act = activators of PKA-R2B holoenzyme, primary screen, biochemical, fluorescence polarization, Cy5-IP20, human; activation, % at 11.4 µM; cAMP-dependent protein kinase catalytic subunit beta (Homo sapiens) + cAMP-dependent …; PKA-R2B holoenzyme dissociation; R2B truncated from residue 108, S112A mutant; 0% DMSO only, 100% 113 µM cGMP; AID 504700, 2011; 0.079% of 340,000 active;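 active = activation above a cutoff set at the mean over all compounds plus 3 SD, cut at about 18% in these data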;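 also: higher means more holoenzyme dissociation and a rise in polarization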
HTR5A inv ag = HTR5A inverse agonists in luminescence cell assay, primary screen, counter-screen for OPRM1-OPRD1 heterodimer inverse agonist project, full-deck HTS; 0.083% of 340,000 active; inhibition, % at 9.3 µM; 5-hydroxytryptamine receptor 5A (Homo sapiens), P47898; HTR5A cell line, inverse agonism; in the data active = inhibition mostly above about 23%, no sharp cut-off; inactive = mostly below about 18%;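 also: 0% = cells with DMSO and 100% = no-cell wells with DMSO; some compounds called inactive have numbers as strong as hits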
Target sequence (P47898 whole entry, looked up): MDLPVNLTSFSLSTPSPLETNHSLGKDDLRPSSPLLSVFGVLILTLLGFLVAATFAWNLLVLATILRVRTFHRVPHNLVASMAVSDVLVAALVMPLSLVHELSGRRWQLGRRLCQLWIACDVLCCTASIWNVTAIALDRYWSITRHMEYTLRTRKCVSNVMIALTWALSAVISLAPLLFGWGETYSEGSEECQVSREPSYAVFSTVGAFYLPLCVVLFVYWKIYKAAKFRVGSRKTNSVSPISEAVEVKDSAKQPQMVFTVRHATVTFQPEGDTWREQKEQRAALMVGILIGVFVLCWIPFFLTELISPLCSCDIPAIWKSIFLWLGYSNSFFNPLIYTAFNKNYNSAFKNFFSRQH
V-ATPase pH = regulators of yeast V-ATPase proton pumping, primary screen, pHLuorin cytosolic pH fluorescence | response, % at 10 µM | 0.37% of 350,000 active | S. cerevisiae; in the data active = response mostly above about 7.3%, no sharp cut-off; inactive = mostly below about 5.4%; also: actives read high; inactives centre near 0; some compounds called inactive have numbers as strong as hits; reference of the scale not given here
PKA-R1A activ = activators of PKA-R1A holoenzyme, primary screen, biochemical, fluorescence polarization, Cy5-IP20, bovine R1A, mouse PKAc. cAMP-dependent protein kinase type I-alpha regulatory subunit (Bos taurus) + …. PKA-R1A dissociation; scaled: DMSO 0%, 113 µM cGMP 100%. activation, % at 11.4 µM. 0.083% of 340,000 active. AID 504707, 2011;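 active = percent activation above the mean of all tested compounds plus 3 SD, cut at about 19% in these data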;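 also: higher means more PKAc released from R1A so a rise in polarization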
HTR5A ag = HTR5A agonists in luminescence cell assay, primary screen, counter-screen for OPRM1-OPRD1 heterodimer agonist project, full-deck HTS; 5-hydroxytryptamine receptor 5A (Homo sapiens), P47898; cell-based; activation, % at 9.3 µM; 0.61% of 340,000 active; AID 504692, 2011; in the data active = activation mostly above about 9.5%, no sharp cut-off; inactive = mostly below about 7.6%;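 also: 0% = cells with vehicle only and 100% = reference agonist; strong numbers were not always called active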
Arr AP2 block = inhibitors of beta-arrestin/AP2 binding, primary screen, biochemical, GPCR trafficking, flow cytometry; 0.31% of 340,000 active; AID 504490, 2011; FITC-arrestin peptide / GST-AP2 beads; AP2 beta2 appendage carries R879A mutation; beta-arrestin 1 C-terminal peptide binding to AP2 beta2-adaptin appendage (human); inhibition, % at 10 µM;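 active = inhibition above a set limit, near 3 SD of compounds lacking own fluorescence, cut at about 54% in these data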;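 also: plate controls were DMSO wells for no effect and 5 µM unlabelled arrestin peptide for full effect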
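system = GST-tagged AP2 beta2-adaptin appendage (R879A) on 4 µm glutathione beads | reagent = FITC-labelled arrestin peptide probe, 50 nM final | schedule = compound with beads 12 min RT, then probe 1 h RT | signal = HyperCyt-sampled flow cytometry, FL1 channel, ex 488/em 535 nm | read-out = percent response from loss of bead-bound FITC fluorescence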
MOR-DOR ag = agonists of OPRM1-OPRD1 heterodimerization, primary screen, cell-based, luminescence | Mu-type opioid receptor (Homo sapiens) + Delta-type opioid receptor (Homo sapiens), … | cells | activation, % at 9.3 µM | 0.3% of 340,000 active; in the data active = activation above about 18%;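 also: 0% = vehicle-treated cells and 100% = reference agonist; values of inactives mirror those of a sister screen read the other way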
DAGLB inh = DAGLB lipase inhibitors, primary screen, biochemical, fluorescence, HTS; HEK293T DAGLB membrane lysate, EnzChek fluorogenic substrate; inhibition, % at 5.17 µM; 0.059% of 340,000 active; AID 504411, 2011; in the data active = inhibition above about 34%;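 also: 0% = enzyme with vehicle and 100% = wells lacking enzyme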
Target sequence (Q8NCG7 whole entry, looked up): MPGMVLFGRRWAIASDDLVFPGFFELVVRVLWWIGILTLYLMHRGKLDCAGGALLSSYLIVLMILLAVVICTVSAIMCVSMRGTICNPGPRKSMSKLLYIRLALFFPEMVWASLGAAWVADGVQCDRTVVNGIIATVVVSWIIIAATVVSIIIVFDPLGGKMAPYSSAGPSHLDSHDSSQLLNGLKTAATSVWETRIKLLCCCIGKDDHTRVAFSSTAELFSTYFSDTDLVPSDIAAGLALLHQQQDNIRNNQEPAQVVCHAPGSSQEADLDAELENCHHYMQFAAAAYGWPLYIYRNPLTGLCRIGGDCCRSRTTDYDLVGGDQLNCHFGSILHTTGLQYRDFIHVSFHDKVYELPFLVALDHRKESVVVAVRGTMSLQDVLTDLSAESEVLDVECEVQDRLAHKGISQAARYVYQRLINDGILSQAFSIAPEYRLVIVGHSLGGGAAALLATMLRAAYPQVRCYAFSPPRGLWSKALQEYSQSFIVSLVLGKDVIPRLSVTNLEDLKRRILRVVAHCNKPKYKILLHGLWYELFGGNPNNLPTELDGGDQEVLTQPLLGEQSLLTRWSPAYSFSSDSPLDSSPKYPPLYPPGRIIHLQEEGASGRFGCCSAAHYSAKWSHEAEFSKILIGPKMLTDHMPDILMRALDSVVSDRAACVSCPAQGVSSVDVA
Numbers without * were called inactive; . = no result given.

SMILES	MOR-DOR inv ag	Pemphigus Ab inh	PKA-R2B act	HTR5A inv ag	V-ATPase pH	PKA-R1A activ	HTR5A ag	Arr AP2 block	MOR-DOR ag	DAGLB inh
Cc1nc2c3ccccc3nc(NNC(=O)CCC(=O)N3CCN(c4ccc(F)cc4)CC3)n2n1	10.5	109.3	-9.3	-3.4	-1.6	-7.7	2.8	-10.9	-2.0	0.1
CN(C)S(=O)(=O)c1ccc(Cl)c(NC(=O)CNC2(C)CCS(=O)(=O)C2)c1 (configuration not stated)	17.5	129.9	-1.1	5.8	-0.6	-3.0	-1.4	23.9	-3.4	-0.3
Cn1cc([N+](=O)[O-])c(C(=O)N/N=C/c2ccc([N+](=O)[O-])cc2)n1	3.8	101.1	-10.1	-9.5	-0.3	-7.5	-6.0	7.9	-0.8	0.4
C=CCNC(=O)c1ccc(Cn2cc(C(F)(F)F)ccc2=O)cc1	13.4	96.9	-5.4	-13.7	-0.6	-5.0	3.6	1.1	-2.8	-0.5
Cc1ccnc(Sc2ccc([N+](=O)[O-])cc2[N+](=O)[O-])n1	-15.7	102.6	-7.2	2.9	0.8	-4.2	-0.2	3.8	3.1	-9.5
O=C(NCC1CC1)[C@]1(C(F)(F)F)C[C@H](CCC2CCCCC2)CCCO1	0.1	99.3	-5.4	-5.4	0.0	7.8	1.9	17.0	0.0	-6.7
O=C(NCc1cc(C(F)(F)F)cc(C(F)(F)F)c1)C12CN(Cc3ccccc3)CC1C(c1cccc([N+](=O)[O-])c1)=NO2 (configuration not stated)	18.5	104.3	-11.7	-1.8	1.1	11.8	2.1	-1.1	-3.4	-5.7
Cc1ccc(-c2nc(Nc3cccc(C)c3)sc2CC(=O)O)cc1	-9.6	86.0	-9.6	-0.9	0.6	-1.4	-4.1	5.0	1.8	-4.7
CC(=O)N(c1ccccc1)C1SC(=O)N(c2ccccc2)C1=O (configuration not stated)	10.0	105.9	-7.7	11.8	0.9	-13.7	1.1	11.6	-1.8	3.1
N/C(=N\S(=O)(=O)c1cccs1)c1ccccc1Cl	11.9	104.7	-5.9	-18.5	-2.9	-6.0	0.8	37.3	-2.3	-1.1
CSCCC(NC(=O)c1ccc(Cl)cc1Cl)C(=O)N1CC(C)OC(C)C1 (configuration not stated)	14.8	92.7	2.9	-0.2	-0.2	-1.2	0.9	11.4	-3.8	1.5
Cc1c(N(C(=O)CNC(=O)c2ccccc2)C2(C(=O)NC3CCCCC3)CCCCC2)c(=O)n(-c2ccccc2)n1C	-5.6	97.4	-5.5	23.1	0.0	0.0	1.8	19.9	1.1	-0.7
CCOc1ccc2c(c1)C(N(CCN1CCOCC1)C(=S)Nc1ccccc1OC)CC(C)(C)O2 (configuration not stated)	8.2	100.4	-6.5	14.3	-0.3	-4.2	0.8	-0.8	-1.6	-1.8
Cc1cc([N+](=O)[O-])c(C)cc1-c1ccc(/C=N/NC(=O)Cn2nnnc2N)o1	-2.0	98.5	4.3	2.0	-0.8	-3.0	-0.8	5.5	0.3	2.2
O=C(Cn1c(=O)oc2cc(S(=O)(=O)N3CCCC3)ccc21)N1CCN(C2CCCCC2)CC1	0.5	102.9	-3.1	-16.2	-3.5	-13.6	5.5	2.0	-0.1	-5.9
O=C(CNC(=O)c1ccccc1F)N/N=C/c1cc(Br)ccc1OCc1ccccc1	-0.7	86.5	-1.0	10.0	2.9	-4.4	-4.0	5.3	0.1	-1.9
COc1ccc(C(=O)NNC(=O)C(=O)Nc2ccc(C)cc2)cc1	-6.0	101.4	-1.8	-8.2	-1.2	-0.8	3.4	-8.7	1.1	-1.9
C=CC(C)(O)CCCC(C)CCCC(C)CCCC(C)C (configuration not stated)	6.6	102.7	-8.7	-1.2	2.2	-3.0	0.3	-13.0	-1.2	2.2
Cc1ccccc1NC(=O)c1sc2nc[nH]c(=O)c2c1C	-23.9	110.8	-0.3	-18.9	-1.6	-6.9	8.1	-2.5	4.0	-0.4
COc1cc2c(cc1OC)C(c1ccccc1)N(C(=O)CCl)CC2 (configuration not stated)	4.6	98.3	2.1	-3.9	-1.5	-1.9	1.1	-4.1	-0.8	1.1
O=C1NC(c2ccncc2)C(C(=O)c2cccs2)C(O)(C(F)(F)F)N1 (configuration not stated)	12.7	96.6	-4.3	9.2	0.7	0.1	-3.4	-3.7	-2.9	2.2
Cn1ncc(N=Cc2ccccc2)c1C(=O)Nc1cccc(Cl)c1	6.3	90.1	-2.0	3.2	-2.3	0.8	-4.2	-5.9	-1.1	-6.7
Cc1c(Nc2ncccc2C(=O)O)cccc1C(F)(F)F	5.7	105.0	0.3	-8.8	7.8	-10.3	3.3	-3.2	-1.0	5.1
O=S1(=O)N=C(Nc2nc3c(s2)CCCC3)c2ccccc21	13.9	100.9	-9.0	-4.1	-2.8	-10.6	1.6	2.6	-3.3	-1.4
CCOC(=O)C1=NN(c2ccccc2)C(c2ccccc2)CC1=O (configuration not stated)	15.7	95.6	0.2	7.2	0.7	2.3	2.7	20.3	-2.7	-4.8
CC(C)n1cc(CN2CCC(C(=O)Nc3cccc(-c4cccc(Cl)c4)c3)CC2)cn1	-16.8	115.5	-7.5	-24.8	-0.3	9.7	6.8	-17.0	3.0	-0.3
COc1ccc(C(C)=O)cc1CN(c1ccccc1OC)S(=O)(=O)c1cccs1	9.3	103.4	2.8	-17.7	2.1	0.5	6.6	6.2	-1.8	0.6
CCOC(=O)Cc1csc(SCC(=O)NC2CCCC2)n1	8.9	93.4	-19.4	16.9	8.7	-2.7	-8.3	32.3	-1.4	-2.3
S=C1NC[C@H](CC2CCCCC2)N1CC1CCCCC1	-17.3	99.2	-5.1	-7.6	-3.2	-8.2	0.3	33.5	3.0	-9.2
CCOc1ccc(-n2cc(-c3ccccc3)c3c(=S)nc[nH]c32)cc1	5.3	127.9	-2.4	-0.2	-2.5	-2.1	0.1	27.5	-1.1	-1.1
O=C(O)c1ccc(S(=O)(=O)N2CCC(n3nnc4cc(C(F)(F)F)ccc43)CC2)cc1	12.2	95.5	-14.9	0.6	-0.7	10.9	4.9	12.9	-1.9	1.3
CCCCOc1ccc(S(=O)(=O)NCc2csc(C)n2)cc1	-3.3	121.8	8.1	-35.4	-0.8	1.9	-0.2	-0.2	0.6	-5.5
Cc1cc(NC(=O)CSc2nnc(-c3ccccc3)n2Cc2ccco2)no1	12.9	.	6.0	-9.1	-3.8	-0.7	4.3	-3.3	-2.1	2.6
CCCc1nc2sc3c(c2c(=O)n1N)CCC3	-0.1	104.1	-3.4	12.7	1.6	-4.7	-3.5	5.5	0.0	-3.0
CCOc1ccccc1NC(=O)C1=C(C)NC(=O)NC1c1cccc(OC)c1OC (configuration not stated)	12.2	99.4	-3.4	-1.6	2.4	-12.2	4.9	25.6	-2.1	1.8
Cc1cc(C)c([N+](=O)[O-])cc1NC(=O)CCSc1ccccc1Cl	2.3	83.8	-4.8	5.7	-1.3	-7.1	-2.3	21.0	-0.4	-8.0

By substructure: the entries above with an NH in an aromatic ring.
SMILES	MOR-DOR inv ag	Pemphigus Ab inh	PKA-R2B act	HTR5A inv ag	V-ATPase pH	PKA-R1A activ	HTR5A ag	Arr AP2 block	MOR-DOR ag	DAGLB inh
Cc1ccccc1NC(=O)c1sc2nc[nH]c(=O)c2c1C	-23.9	110.8	-0.3	-18.9	-1.6	-6.9	8.1	-2.5	4.0	-0.4
CCOc1ccc(-n2cc(-c3ccccc3)c3c(=S)nc[nH]c32)cc1	5.3	127.9	-2.4	-0.2	-2.5	-2.1	0.1	27.5	-1.1	-1.1

More structures:
SMILES	MOR-DOR inv ag	Pemphigus Ab inh	PKA-R2B act	HTR5A inv ag	V-ATPase pH	PKA-R1A activ	HTR5A ag	Arr AP2 block	MOR-DOR ag	DAGLB inh
COc1ccc(S(=O)(=O)Nc2ccccn2)cc1	3.2	113.8	-5.8	-2.6	-1.0	-9.2	1.8	11.2	-0.6	1.9
Cc1cc(C)nc(SC/C=C/c2ccccc2)n1	-6.6	96.3	-3.8	-7.8	-0.7	3.4	-0.7	7.7	1.3	-6.4
COc1cc2oc(=O)cc(-c3ccc(-c4ccc(O)cc4)cc3)c2c(OC)c1OC	3.5	100.5	-0.4	10.9	-0.3	0.5	-3.1	1.2	-0.7	-1.5
O=C(CC1CCCCC1)NCc1ccco1	4.1	126.2	-0.8	14.9	-2.6	-7.6	1.0	-16.2	-0.8	0.9
Cc1ccc(-n2c(C)c(C)c3c(NCCCO)ncnc32)cc1	-6.9	97.0	4.2	-18.0	0.8	-0.2	4.6	-3.1	1.2	-0.1
CN(CC(=O)Nc1sccc1C#N)Cc1ccccc1	10.3	87.8	0.5	-9.0	1.8	5.0	-0.3	-3.2	-1.9	-0.2
CCOC(=O)CSCC(=O)Nc1cc(C)ccc1C	-6.2	102.9	-4.8	-36.7	0.6	-9.4	3.2	-5.2	1.1	-1.0
Cc1cccc2cc(CN(Cc3cccs3)C(=S)NCc3ccco3)c(=O)[nH]c12	13.5	104.2	-14.8	7.8	-2.9	10.7	2.3	25.8	-2.5	4.1
O=C(CSCc1ccc(Cl)c(Cl)c1)Nc1c[nH]c(=O)[nH]c1=O	10.6	97.0	-8.2	-3.6	-1.2	-1.4	-1.3	-0.9	-2.1	2.5
COc1ccc(OCC(=O)N2CCC(Cc3ccccc3)CC2)cc1	-16.3	101.6	-2.3	4.7	1.0	0.2	1.3	6.8	2.6	-4.6
O=C(NCc1ccccn1)c1ccc(N2CCCC2=O)cc1	8.6	90.0	-8.4	1.2	-4.1	-2.0	0.6	8.5	-1.5	0.6
COc1cc(C)c(NC(=O)C(=S)NCc2ccccc2)cc1C	5.1	113.9	-6.8	-11.1	-0.2	-0.2	-2.3	1.4	-1.0	-13.8
CC1(C)Cc2ccccc2-c2nnc(-c3ccc(O)cc3)n21	3.1	91.5	5.4	10.8	-0.7	0.8	0.2	-1.1	-0.6	0.7
CC(C(=O)NCc1ccc2c(c1)OCO2)N1c2cccc3cccc(c23)S1(=O)=O (configuration not stated)	-5.9	67.9	-4.6	-17.8	-1.2	-7.9	-0.9	32.0	1.1	-1.1
N=c1sccn1CC(=O)NC(c1ccccc1)c1ccccc1	-24.0	95.1	-4.4	-16.0	1.3	-14.8	5.8	-12.8	5.1	-10.3
COc1ccc(NC(=O)C2CCCN(c3c4c(nc5ncnn35)CCC4)C2)cc1OC (configuration not stated)	4.5	101.9	1.5	-14.7	-0.3	-2.2	6.3	-8.6	-0.9	-0.1
